GPR55 activation: selective activators of receptor GPR55 – imaging, U2OS cells, beta-arrestin-GFP redistribution, primary screen (AID 1961). U2OS GPR55 beta-arrestin-GFP redistribution imaging; higher % means a stronger effect. hit rate 0.048% among 290,000. one-dose activation, % at 10 µM; EC50 in µM for titrated hits;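 active means activation above 40% with more than 50 cells counted in the well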;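 further: U2OS osteosarcoma cells stably expressing GPR55 and beta-arrestin-GFP; plate controls were DMSO negative control for no effect and LPI positive control for full effect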
KOR beta-arrestin-1: KOR antagonists, beta-arrestin recruitment, cell-based, luminescence, uHTS (AID 1778). KOR beta-arrestin recruitment, luminescence, antagonist mode; higher % means a stronger effect. one-dose inhibition, % at 10 µM; IC50 in µM for titrated hits. hit rate 0.091% among 290,000; further: strong numbers were not always called active
HEK293 NOD2/NF-kB: inhibition of NOD2-driven NF-kB reporter – cell-based, luminescence, uHTS, HEK293 (AID 1566); HEK293 NOD2/NF-kB luciferase reporter, luminescence; higher % means a stronger effect; one-dose inhibition, % at 4 µM; EC50 in µM for titrated hits; hit rate 0.63% among 290,000; further: many of its hits are not listed in these tables
GPR55 LPI antagonism: inhibition of LPI-stimulated GPR55 beta-arrestin translocation – imaging, U2OS, beta-arrestin-GFP, LPI agonist, primary screen (AID 2013); U2OS GPR55 beta-arrestin-GFP translocation imaging, LPI antagonism; higher % means a stronger effect; hit rate 0.13% among 290,000; one-dose inhibition, % at 10 µM; IC50 in µM for titrated hits;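 active means spots per cell inhibited over 60%, with over 100 cells counted and total cytoplasm intensity under 500,000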;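 further: U2OS cells stably carrying GPR55 and arrestin-GFP stimulated by 5 µM LPI near EC80; imaged beta-arrestin-GFP aggregate spots per cell after agonist stimulation; plate controls were LPI-stimulated DMSO wells for no effect and DMSO wells without LPI for full effect; some results filed as inactive read as strong as hits; confirmed hits need IC50 under 10 µM and bright autofluorescent wells are also inconclusive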
Myeloid diff 2: myeloid differentiation induction. ER-HoxA9 myeloid progenitors, lysozyme-GFP differentiation, flow cytometry. calls only at 10 µM. hit rate 1% among 360,000. AID 624256;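 active means normalized GFP-positive differentiation at or above the plate's own cutoff, the solvent-only control mean plus 3 SD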;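 further: cells exposed to compound for four days before flow analysis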
NOD1 inhibition: NOD1 signaling inhibitors, primary screen, cell-based, luminescence, uHTS (AID 1578); NOD1-driven NF-kB luciferase reporter cells, luminescence; higher % means a stronger effect; hit rate 1% among 290,000; one-dose inhibition, % at 4 µM; EC50 in µM for titrated hits; in the data active means inhibition mostly above about 36%, no sharp cut-off; inactive means mostly below about 34%;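 further: HEK-293T reporter cells stimulated with the NOD1 agonist gamma-tri-DAP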
NTR1 ag: NTR1-driven beta-arrestin-GFP spot formation – imaging, U2OS cells, high content, primary screen (AID 493036). P30989. agonist mode. activation, % at 20 µM. hit rate 0.17% among 330,000;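 active means activation at or above 40% of the spot to cytoplasm intensity ratio, with at least 20 cells analyzed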;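 further: 0% = DMSO without peptide and 100% = 100 nM NTR1 peptide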
Target sequence (P30989 whole entry, looked up): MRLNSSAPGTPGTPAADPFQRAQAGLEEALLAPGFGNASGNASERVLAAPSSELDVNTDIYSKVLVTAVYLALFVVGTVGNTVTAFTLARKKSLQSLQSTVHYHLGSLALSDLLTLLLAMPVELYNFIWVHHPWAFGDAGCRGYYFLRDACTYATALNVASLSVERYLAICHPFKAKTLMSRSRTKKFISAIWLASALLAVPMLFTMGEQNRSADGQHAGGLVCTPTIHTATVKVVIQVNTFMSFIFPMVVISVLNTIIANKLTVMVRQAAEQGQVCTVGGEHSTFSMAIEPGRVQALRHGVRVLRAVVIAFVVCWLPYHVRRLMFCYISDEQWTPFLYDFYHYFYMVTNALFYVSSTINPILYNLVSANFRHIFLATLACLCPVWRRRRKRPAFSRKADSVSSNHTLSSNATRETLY
T cell HTS: T cell immune modulation candidate; 2C CD8+ T cell-vesicle binding, flow cytometry; active compounds read low; calls only at 7 µM; hit rate 0.068% among 330,000;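 active means response, share of CD8 T cells binding vesicles, and their 90th percentile fluorescence all below set limits, cut at about 80% in these data, passing the limit was not always enough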
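Read-out – percent CD8+ FL2 mean versus row control · System – murine 2C transgenic CD8+ T lymphocytes · Times – 1.5 h cell–vesicle binding at 37 °C, then 20 min icy labelling · Control set – naked vesicles low, QL9 vesicles with vehicle high · Detection – cytometric PE anti-B7-1 and Alexa647 anti-CD8 signals after 1% paraformaldehyde fixation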
KOR beta-arrestin-2: kappa opioid receptor activators – cell-based, luminescence, uHTS, primary screen (AID 1777) | KOR beta-arrestin recruitment, luminescence; higher % means a stronger effect | activation, % at 10 µM; hits with a dose series show EC50 in µM | hit rate 0.02% among 280,000; in the data active means activation above about 50%, passing the limit was not always enough; further: a part of the inactive calls stands beside numbers as strong as those of hits
T cell HTS vesicle-bound %: recorded beside T cell HTS, whose call it bears; double positive events, %; measured here: CD8+ vesicle-bound cell fraction;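 binding gate set so that unloaded-vesicle control wells show 10% double positive cells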
NTR1 ag cell count 20 µM: further read-out of NTR1 ag, marked with its call; cell count; measured here: cell count, cytotoxicity flag
Myeloid diff 2 GFP+ MAC1+ %: also measured in Myeloid diff 2; calls as there; GFP+ MAC1+ double positive, %; measured here: differentiation confirmed by MAC1 staining
The depositor's hits bear a star; i = inactive; / = no result given; + = active, no number; [ ] = dose if it differs, or a comment. Unless noted, no stated cut-off is given here; in the data, active means inhibition above about 50%; inactive means the rest.

smiles | GPR55 activation | KOR beta-arrestin-1 | HEK293 NOD2/NF-kB | GPR55 LPI antagonism | Myeloid diff 2 | Myeloid diff 2 GFP+ MAC1+ % | NOD1 inhibition | NTR1 ag | NTR1 ag cell count 20 µM | T cell HTS | T cell HTS vesicle-bound % | KOR beta-arrestin-2
O=C(O)C(O)c1ccco1 (stereo unspecified) | -0.2% | -24.6% | 7.5% | -4.9% | i | 0.2 | -7.7% | / | / | / | / | 1.0%
Cc1cc(C)n2ncc(/C(N)=N/OC(=O)Nc3ccc(Cl)cc3)c2n1 | -0.1% | 13.8% | -20.0% | -0.1% | i | 0.9 | -14.3% | 0.5 | 62 | i | 25.3 | -4.6%
COc1ccc(-n2c(SCC(=O)N(C)c3ccccc3)nc3c([nH]c4ccccc43)c2=O)cc1OC | -0.1% | -9.9% | 1.4% | 5.0% | i | 0.5 | -45.8% | 23.8 | 63 | i | 67.0 | 1.2%
O=C(CSc1nc2ccccc2s1)Nc1ncccn1 | -0.2% | 10.9% | -34.9% | -2.4% | i | 0.4 | -9.3% | -0.4 | 71 | i | 42.9 | -1.2%
Cc1ccc(C)c(N2CCN(c3ncccc3[N+](=O)[O-])CC2)c1 | -0.1% | -27.6% | 16.3% | 0.2% | i | 0.3 | 1.1% | 7.7 | 93 | i | 27.5 | -3.8%
Cc1ccc(N2C(=O)c3ccccc3C(C)(C)C2=O)cc1 | 0.5% | 2.6% | 19.7% | -0.5% | i | 0.5 | -10.2% | -0.2 | 59 | i | 45.1 | -3.1%
O=C(CSc1nc(-c2ccccc2)c(-c2ccccc2)o1)NCCCO | -0.1% | -40.3% | -9.1% | -20.2% | i | 2.6 | 24.4% | -0.2 | 53 | i | 21.2 | 3.5%
COc1cccc(CC(NC(C)=O)C(=O)NC2CCN(c3c(Cc4ccccc4)c(C)nc4ncnn34)CC2)c1OC (stereo unspecified) | -0.2% | 23.4% | 9.2% | 7.4% | i | 0.3 | -24.2% | -1.8 | 76 | i | 27.8 | 4.3%
Cn1cccc1C(=O)OCc1csc(-c2ccccc2)n1 | 0.3% | 3.3% | -188.1% | 0.4% | i | 0.8 | -130.4% | 2.0 | 71 | i | 60.3 | 3.3%
CC(=O)C1=C(C)Nc2ncnn2C1c1ccc(Cl)cc1Cl (stereo unspecified) | 0.7% | -36.0% | 21.8% | -6.1% | i | 1.8 | 24.1% | 0.2 | 60 | i | 57.6 | -11.4%
Cc1cc(C(=O)N/N=C/c2c(C)n(C)c3ccccc23)n[nH]1 | -0.2% | -35.1% | 3.7% | 4.7% | i | 0.4 | -21.7% | 5.0 | 79 | i | 49.1 | -1.6%
CC(=O)Nc1ccc(Nc2ccc3c4c(cc(=O)n3C)-c3ccccc3C(=O)c24)cc1 | 0.0% | 6.4% | -22.4% | 3.2% | i | 0.3 | -52.3% | 0.1 | 59 | i | 27.0 | -5.2%
CC1CCCN(C2(O)C(=O)Nc3ccc(Br)cc32)C1 (stereo unspecified) | -0.1% | 15.6% | 3.2% | 1.9% | i | 0.3 | -7.7% | 0.7 | 36 | i | 28.6 | 3.0%
COc1cc(S(=O)(=O)N2CCCCC2)ccc1NC(=O)c1ccc(F)cc1 | 0.6% | -27.3% | 9.0% | -18.4% | i | 0.9 | -0.8% | -2.2 | 104 | i | 33.8 | 2.2%
COc1ccc(C2CC(c3cccs3)=NN2C(=S)Nc2ccccc2)cc1OC (stereo unspecified) | -0.1% | 17.8% | -20.2% | 3.8% | i | 0.6 | -3.2% | 1.1 | 75 | i | 6.8 | -5.2%
O=C(CNC(=O)N1CC(=O)Nc2ccccc21)Nc1cccc(F)c1 | 0.7% | 19.3% | 10.4% | 12.0% | i | 2.9 | -22.5% | -1.1 | 51 | i | 7.2 | 2.5%
Cc1noc(NS(=O)(=O)c2ccc(NC(=O)COc3ccccc3)cc2)c1C | -0.1% | 24.8% | 10.6% | 17.0% | i | 1.6 | 1.1% | -1.3 | 90 | i | 21.5 | 0.4%
CC1(C)Cc2c(sc3nc(=S)[nH]c(N)c23)CO1 | -0.1% | -10.2% | 13.2% | -9.3% | / | / | 50.7% | 1.7 | 54 | i | 47.0 | 1.2%
COc1ccc(C2(CCN=Cc3ccc(N(C)C)cc3)CCOC(C)(C)C2)cc1 (stereo unspecified) | 0.0% | -32.9% | -17.1% | 1.8% | i | 1.2 | -10.8% | 0.0 | 57 | i | 37.3 | 4.1%
CCCCn1c(SCC(=O)N2CCCC2)nc2c1c(=O)n(C)c(=O)n2C | 0.3% | -12.9% | -6.9% | 8.0% | i | 1.1 | -14.8% | -1.5 | 66 | i | 46.1 | 6.4%
CC(=O)c1ccc(Nc2c3c(nc4ccccc24)CCCC3)cc1 | 0.6% | 0.2% | -10.8% | -5.1% | i | 0.6 | -0.5% | 3.9 | 52 | i | 57.2 | 2.1%
COc1ccc(-c2cn3cccnc3n2)cc1NC(=O)C(C)C | -0.1% | 19.1%[20 µM] | 17.5% | 1.2% | i | 1.7 | -2.2% | -1.9 | 47 | i | 9.5 | -1.6%
COc1ccc(-c2noc(N3CCC(C(=O)NCc4ccc(F)cc4)CC3)n2)cc1 | 0.0% | 14.6%[20 µM] | 2.3% | 7.4% | i | 3.9 | -38.2% | 1.4 | 64 | i | 53.0 | -5.0%
CCOc1cc(NS(C)(=O)=O)c(OCC)cc1NC(=O)c1cccs1 | -0.2% | 11.8% | 5.5% | 1.9% | i | 0.4 | -4.9% | -1.7 | 73 | i | 30.6 | 8.5%
Cc1cccc(C)c1OCC(=O)Nc1cccc(NC(=O)c2ccco2)c1 | 0.0% | 4.7% | 15.3% | -8.1% | i | 0.6 | 7.1% | 1.3 | 83 | i | 45.2 | 3.4%
O=C(c1ccc(N2CCCCC2)c([N+](=O)[O-])c1)N1CCOCC1 | -0.1% | -4.7% | 16.4% | 12.2% | i | 0.9 | 10.4% | -1.0 | 106 | i | 56.9 | 0.8%
Fc1ccccc1CNCCC(Cc1ccccc1)c1ccc2c(c1)OCO2 (stereo unspecified) | 0.2% | 17.9% | -15.4% | 12.2% | i | 0.5 | -4.8% | 8.5 | 72 | i | 51.0 | 4.1%
COC(=O)C1CN(C(=O)C(C)Oc2cc(C)ccc2C(C)C)c2ccccc2O1 (stereo unspecified) | -0.1% | -4.5% | 3.2% | 0.2% | i | 0.7 | -1.6% | 4.4 | 108 | / | / | 0.7%
COc1ccccc1NC(=O)C(=O)NNC(=O)c1ccco1 | -0.1% | -26.3% | 13.3% | 4.8% | i | 0.3 | / | 2.4 | 87 | i | 36.0 | 5.1%
Cc1cccc(N2C(=O)CC(NNc3nc4ccccc4s3)C2=O)c1 (stereo unspecified) | -0.3% | 7.9% | -20.4% | 3.5% | i | 0.2 | -24.3% | -0.1 | 75 | i | 47.4 | 0.8%
CN(C)CCCN1C(=O)C(=O)/C(=C(/O)c2ccc3c(c2)OCCO3)C1c1ccco1 (stereo unspecified) | -0.2% | 3.5% | 14.0% | 15.4% | / | / | 9.2% | / | / | / | / | -1.7%
Cc1ccc(OCCCCN(C)Cc2ccccc2)c(Br)c1 | -0.2% | 15.2% | -12.9% | 26.2% | + | 1.2* | -15.5% | 0.6 | 52 | i | 53.9 | -0.1%
Cn1ncc2c(Nc3ccc4ccccc4c3)ncnc21 | 0.0% | 15.4% | -74.0% | 15.8% | i | 43.9 | -55.2% | 3.8 | 58 | i | 6.0 | -0.8%
CCn1c(COc2ccccc2)nnc1SCC(=O)Nc1cc(OC)ccc1OC | -0.1% | -9.2% | 23.4% | -11.0% | i | 2.1 | 17.8% | 0.8 | 71 | i | 33.4 | -4.1%
O=C(COC(=O)C1CCN(S(=O)(=O)c2ccccc2)CC1)NC(=O)c1ccc(OC(F)F)cc1 | 0.7% | 7.0% | 3.9% | 8.7% | i | 0.8 | -22.3% | -2.5 | 74 | i | 54.3 | 8.4%
CCOCCOc1nc(C)cc(C)c1S(=O)(=O)c1ccccc1C | 0.7% | 8.5% | -0.1% | -0.4% | i | 0.1 | -37.9% | -0.3 | 79 | i | 35.7 | -1.6%
CCN(CC)C(=O)Cn1cc(C(=O)C(=O)N2CCN(c3ccc(OC)cc3)CC2)c2ccccc21 | -0.2% | -6.2% | 3.1% | -0.3% | i | 0.8 | -16.0% | 0.2 | 68 | i | 13.1 | -4.5%
Cc1cccc(NC(=O)CCC2CCN(Cc3nccs3)CC2)c1 | 0.0% | -19.5% | 5.8% | -3.7% | i | 0.0 | 6.7% | -1.3 | 56 | i | 18.3 | -0.6%
O=C(NCc1ccccc1)C1=C[C@@H](c2ccc(C(F)(F)F)cc2)C[C@@H](OCc2ccc(CO)cc2)O1 | 0.1% | 7.2% | -0.7% | 6.8% | i | 3.3 | -3.8% | 8.0 | 91 | / | / | -0.4%

Of the compounds above, four contain a furan ring, fused or not:
smiles | GPR55 activation | KOR beta-arrestin-1 | HEK293 NOD2/NF-kB | GPR55 LPI antagonism | Myeloid diff 2 | Myeloid diff 2 GFP+ MAC1+ % | NOD1 inhibition | NTR1 ag | NTR1 ag cell count 20 µM | T cell HTS | T cell HTS vesicle-bound % | KOR beta-arrestin-2
O=C(O)C(O)c1ccco1 (stereo unspecified) | -0.2% | -24.6% | 7.5% | -4.9% | i | 0.2 | -7.7% | / | / | / | / | 1.0%
Cc1cccc(C)c1OCC(=O)Nc1cccc(NC(=O)c2ccco2)c1 | 0.0% | 4.7% | 15.3% | -8.1% | i | 0.6 | 7.1% | 1.3 | 83 | i | 45.2 | 3.4%
COc1ccccc1NC(=O)C(=O)NNC(=O)c1ccco1 | -0.1% | -26.3% | 13.3% | 4.8% | i | 0.3 | / | 2.4 | 87 | i | 36.0 | 5.1%
CN(C)CCCN1C(=O)C(=O)/C(=C(/O)c2ccc3c(c2)OCCO3)C1c1ccco1 (stereo unspecified) | -0.2% | 3.5% | 14.0% | 15.4% | / | / | 9.2% | / | / | / | / | -1.7%

High-throughput results deposited in PubChem by several laboratories.

Some of the compounds tested; count on the stated rates, not on these rows.
